# S1P3 antag: S1P3 receptor antagonists, primary screen, cell-based; Sphingosine 1-phosphate receptor 3 (Homo sapiens), Q99500; CHO S1P3 NFAT-BLA reporter, FRET fluorescence, antagonist mode; inhibition, % at 4.98 µM; actives 0.27% (n = 170,000); AID 485, 2006;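 active = inhibition above the plate cutoff, the mean inhibition of test wells on that plate plus 3 SD, cut at about 28% in these data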;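 also: cells challenged with S1P at its EC80 of 0.8 µM; blue over green emission ratio from cleaved BLA substrate after 4 h stimulation; 0% = S1P-stimulated wells and 100% = unstimulated DMSO-only wells; some compounds past the cut are filed as inactive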
# Target sequence (Q99500 whole entry, looked up): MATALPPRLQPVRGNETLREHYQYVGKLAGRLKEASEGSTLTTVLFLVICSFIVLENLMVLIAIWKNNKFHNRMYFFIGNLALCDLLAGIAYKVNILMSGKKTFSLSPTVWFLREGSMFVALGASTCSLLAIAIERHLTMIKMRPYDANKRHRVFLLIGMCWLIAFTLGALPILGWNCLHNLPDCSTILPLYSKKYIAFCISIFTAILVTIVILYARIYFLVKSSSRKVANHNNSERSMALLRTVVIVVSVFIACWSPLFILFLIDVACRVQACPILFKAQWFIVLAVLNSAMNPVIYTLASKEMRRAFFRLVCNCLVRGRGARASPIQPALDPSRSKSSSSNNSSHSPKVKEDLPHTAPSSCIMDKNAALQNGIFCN
# An asterisk follows results filed as active. An excerpt; the hit share may differ from the screen's.
SMILES | S1P3 antag
Cc1ccccc1C(=O)Nc1ccc(-c2nnc(SC(C)C(=O)O)n2C)cc1 (stereo not drawn) | -6.4
O=C(CSc1nc2ncccc2[nH]1)Nc1ccc2c(c1)OCO2 | 11.1
CC(=O)/C(=N/Nc1ccc([N+](=O)[O-])cc1)N1CCCc2ccccc21 | 14.1
O=C(O)Cc1sc(NCc2ccco2)nc1-c1ccccc1 | -1.0
COc1ccc([N+](=O)[O-])c(S(=O)(=O)c2ccc(Cl)cc2)n1 | -7.3
CC(C)(C)n1cnnc1Sc1ccc([N+](=O)[O-])cn1 | -1.8
COc1ccc(C(=O)Nc2cccc(/C=C/c3nc4ccccc4c(=O)[nH]3)c2)cc1 | 19.4
CCC(C)[C@H](NC(=O)NCc1cccnc1)C(=O)OC (stereo partly drawn) | -2.6

SMILES | S1P3 antag
C/C(=N\NC(=O)COc1ccccc1-c1ccccc1)c1ccc(O)cc1O | 8.8
O=C1C(Cl)=C(N2CCC(C(=O)O)CC2)C(=O)c2ccccc21 | -11.0
COc1ccc(N(Cc2cc3ccc(C)cc3[nH]c2=O)C(=O)C2CCCO2)cc1 (stereo not drawn) | -15.2
NS(=O)(=O)c1ccc(N=Nc2ccc(=O)[nH]c2O)cc1 | -15.1
Cc1nnc(-c2ccc(N3CCCCCC3)c([N+](=O)[O-])c2)o1 | -10.8
COc1ccc(OCC(=O)OCC(=O)N2CC(=O)Nc3ccccc32)cc1 | 2.2
Cc1cc(NC(=O)c2ccccc2)nc(C)n1 | 4.9
Cc1cc(C(=O)Cn2nc(C(=O)O)c3ccccc3c2=O)c(C)n1CCc1ccc(F)cc1 | 14.4

SMILES | S1P3 antag
CCOC(=O)CN(C(=O)COc1nc(-c2ccccc2)cc(C)c1C#N)c1ccccc1C | 1.9
Cc1cc(-c2nc(C)c(C(=O)NNC(=O)NC(C)C)s2)no1 | 2.7
CC(=O)c1c(COC(=O)c2cccc(C)c2)nc2ccccc2[n+]1[O-] | -7.8
C/C(=N\Nc1nc2ccccc2[nH]1)c1ccc([N+](=O)[O-])cc1 | 3.3
CC(=O)Nc1sc(C)c(C)c1C(=O)OCC(=O)Nc1cc(S(C)(=O)=O)ccc1Cl | 6.1
N#CCC(=O)Nc1ccc(C(=O)NCc2cccc(Cl)c2)cc1 | 7.6
COc1ccc(/C=N\Nc2ccc([N+](=O)[O-])cc2[N+](=O)[O-])c(C(=O)O)c1OC | -2.8
COc1ccc(Br)c(C(=O)NC(C)(C)CO)c1 | -8.8

SMILES | S1P3 antag
CC(C)S(=O)(=O)c1csc(C(=O)NN)c1Cl | 2.7
CCN1CCN(c2nc(Nc3cccc(F)c3)nc(N)c2[N+](=O)[O-])CC1 | 1.3
CCC1CCCCN1CC(=O)c1c(C)[nH]c2ccc(OC)cc12 (stereo not drawn) | -8.9
COc1cccc(NC(=O)C2CC(=O)N/C(=N/NC(=O)c3ccc(C)cc3)S2)c1 (stereo not drawn) | -11.9
CC1(C)Cc2c(sc3c2c(=O)n(-c2cccc(Cl)c2)c(=O)n3CC(N)=O)CO1 | 7.1
COc1ccc(CC(=O)NCc2nn(-c3ccccc3)nc2C)cc1OC | -5.8
CCCc1c(C(=O)NNc2ccccc2OC)cnn1-c1ccccc1 | 9.6
O=c1ccc(N=Nc2ccccc2)ccc1O | 7.2

SMILES | S1P3 antag
Cc1n[nH]c(=S)n(/N=C/c2cccc([N+](=O)[O-])c2)c1=O | -17.1
Cc1ccc(C(=O)CSc2nnnn2Cc2ccccc2)cc1C | 2.7
Clc1ccc(CO/N=C/c2cccs2)cc1 | 11.2
COc1ccc(NC(=O)Nc2nnc(CC(=O)Nc3ccccc3)s2)cc1 | -9.3
Nc1nc2ncc(C(=O)c3cc(F)ccc3O)cc2s1 | -4.9
COC(=O)c1[nH]c2cc(OC)ccc2c1NC(=O)c1c(F)cccc1F | -11.2
N#Cc1cc(N)ccc1-n1cccc1 | 8.1
N#CC1CN(Cc2ccccc2)CN(Cc2ccccc2)C1 | 12.1

SMILES | S1P3 antag
CC(OCCN(C)C)C(=O)C12CC3CC(CC(C3)C1)C2 (stereo not drawn) | -11.3
Cn1c(=O)c2c(nc(SCC(=O)Nc3ccc(N4CCOCC4)c(Cl)c3)n2C)n(C)c1=O | 2.1
CCOC(=O)N1CCc2c(sc3ncn(C)c(=O)c23)C1 | 2.9
NS(=O)(=O)c1ccc(NC(=O)c2cccc(Cl)c2)cc1 | 3.7
O=Cc1[nH]c2ccccc2c1N(C(=O)CCl)c1ccccc1 | -8.8
COC(=O)N/N=C(\CCC(=O)O)c1cccs1 | 4.3
O=C(NCc1ccccc1)C(=O)Nc1cccc(C(=O)O)c1 | -14.0
CSC(=O)NC(=O)NC(=O)c1ccc([N+](=O)[O-])cc1 | -6.7

SMILES | S1P3 antag
CC(C)c1nc2c(c(=O)c3ccccc3n2C)c(=O)n1CCc1ccccc1 | -5.0
CCOC(=O)c1cn(Cc2ccccc2)c2cc(C)nn2c1=O | 9.3
Cc1cc(C)nc(/N=C(\N)Nc2ccc(SC(F)F)cc2)n1 | -0.4
Cc1ccc(S(=O)(=O)N(Cc2cc3ccc(C)cc3[nH]c2=O)c2ccccc2)cc1 | 1.9
CC1CN(/C(=N\S(=O)(=O)c2ccccc2)c2ccccc2)CC(C)O1 (stereo not drawn) | 3.9
COc1cccc(OC)c1C(=O)NC(=O)Nc1c(F)c(F)c(F)c(F)c1F | 1.1
O/N=C/c1ccc(-c2ccccc2OC(F)(F)F)o1 | -2.9
COc1ccc(-c2[nH]ncc2CN2CCN(c3ccc(F)cc3)CC2)cc1 | 8.1

SMILES | S1P3 antag
Fc1ccccc1/C=N/Nc1nc(-c2ccccn2)nc2ccccc12 | -27.3
CCN(CC)c1ccc(/C=N/NC(=O)c2ccc3nc[nH]c3c2)cc1 | 12.6
CCOC(=O)c1c(/N=C/c2ccc(C)cc2O)sc2c1CCN(C)C2 | -1.7
CCOC(=O)c1ccccc1NC(=O)c1cn(CC)c2nc(C)ccc2c1=O | -6.0
COc1cc(NC(=O)SC2=NCCS2)cc(OC)c1 | 3.2
CC1CN(S(=O)(=O)c2cccc(C(F)(F)F)c2)CC(C)O1 (stereo not drawn) | -8.0
CCN(CC)C(=O)c1cc(Cl)ccc1NC(=O)c1ccco1 | -2.2
CCN(CC)CCCNC(CC(=O)O)C(=O)O (stereo not drawn) | -31.5

SMILES | S1P3 antag
Cc1ccccc1C(=O)Nc1cc(-c2cc(C(C)(C)C)oc2C)nn1C | -2.2
CN(C)c1ncc(CN2CCC(CO)(CCCc3ccccc3)CC2)s1 | 6.6
O=C(CN1CCN(Cc2ccccc2)CC1)NC(c1ccccc1)c1ccccc1 | 9.6
CCOc1nc(Nc2ccc(-c3nc4ccccc4o3)cc2)nc(N2CCOCC2)n1 | 25.2
CC(C)OP(=O)(OC(C)C)C(NC(=O)c1ccccc1)C(N)=O (stereo not drawn) | -5.0
COc1ccc(N(Cc2ccccc2)S(=O)(=O)c2cccc(C(=O)O)c2)cc1 | -0.8
Cc1ccc(C2c3c(oc4ccc(C)cc4c3=O)C(=O)N2CCCN2CCOCC2)cc1 (stereo not drawn) | -35.6
Cc1ccc(NC(=O)CCC(=O)N/N=C/c2coc3ccccc3c2=O)cc1 | -5.5

SMILES | S1P3 antag
CC(/C=N/n1c(-c2ccccn2)n[nH]c1=S)=C\c1ccccc1 | -5.0
CN1CCN(C(=S)c2ccc(-c3cc(Cl)ccc3Cl)o2)CC1 | 13.2
COCCNC(=S)N/N=C(\C)c1ccc(OC(F)F)cc1 | 2.3
CC(C)Oc1nc(-c2ccccc2Cl)nc2ccccc12 | -29.9
NC(=O)c1cc2c3ccccc3ccn2c1-c1ccccc1 | 5.2
O=C(Nc1ccc(COc2ccccc2)cc1)Oc1ccccc1N1CCOCC1 | 2.5
S=c1nc(-c2ccc(Cl)cc2)[nH][nH]1 | 4.5
COc1ccc(-c2noc(CCCC(=O)Nc3ccc(C(N)=O)cc3)n2)cc1OC | -5.1

SMILES | S1P3 antag
COc1ccccc1NC(=O)c1ccc(NC(=O)Cc2n[nH]c(=O)c3ccccc23)cc1 | -0.2
CC1(C)SC(=S)N(/N=C/c2cccnc2)C1N(O)C(=O)NC1CCCCC1 (stereo not drawn) | 7.8
Cc1cc(=O)c(C(=O)O)nn1-c1ccc(Cl)cc1 | 8.9
CSCC[C@H](NC(=O)CCCn1nnc2ccccc2c1=O)C(=O)O | -4.0
O=C(NNc1ccccc1C(F)(F)F)c1cccs1 | -13.3
O=C(NNS(=O)(=O)c1ccc(Cl)cc1)c1cc(-c2ccccc2)n[nH]1 | 9.7
C#CCOC(=O)Nc1cc(C)n(-c2ccccc2)n1 | -0.3
O=C(NCC(c1ccc(F)cc1)N1CCOCC1)c1ccccc1F (stereo not drawn) | -2.5

SMILES | S1P3 antag
CC(=O)Oc1cc2c3c(c1)/C(=C1/SC(=S)NC1=O)C(=O)N3C(C)(C)C=C2C | -9.4
CC(=O)NCc1ccc(S(=O)(=O)NC2CCN(Cc3ccccc3)CC2)cc1 | -7.6
CCOc1cc(N2CCOCC2)c(OCC)cc1NC(=O)Cc1ccccc1 | 10.9
CN1c2ccc(Cl)cc2C(=O)NC1C1CC=CCC1 (stereo not drawn) | -11.7
CC(C)(C)c1ccc(C(=O)Nc2ccc(S(N)(=O)=O)cc2)cc1 | -0.1
CN1CCCNc2nc3ccccc3nc21 | -14.5
O=C(Cn1c(O)c(N=NC(=O)c2ccncc2)c2ccccc21)Nc1ccccc1 | -7.1
COc1ccc(CC(=O)N2CCN(S(=O)(=O)c3cccs3)CC2)cc1OC | 0.9

SMILES | S1P3 antag
COc1cc(/C=C2\S/C(=N/S(=O)(=O)Cc3ccccc3)NC2=O)c([N+](=O)[O-])cc1OC | 0.5
CC(C)CCNC(=O)c1cc(S(=O)(=O)N2CCCCC2)ccc1N1CCOCC1 | 3.8
CC1=CC2=NC(=O)/C(=C/c3cccs3)C(=N)N2O1 | 2.8
Cn1nc(C(=O)NCCc2ccc(S(N)(=O)=O)cc2)c2ccccc2c1=O | 3.3
O=C1/C(=C/c2ccncc2)SC(=S)N1Cc1ccccc1 | 9.1
COC(=O)c1cccc(NC(=O)Nc2ccc(Cl)cc2)c1 | -5.7
COc1ccc2c(c1)c1ncn(Cc3ccc(F)cc3)c(=O)c1n2C | 1.2
S=c1[nH]nc(NCCCN2CCOCC2)s1 | -7.3

SMILES | S1P3 antag
CN1CCN(S(=O)(=O)c2cccc(C(=O)Nc3nccs3)c2)CC1 | -8.3
CCCCCCCc1ccc(C2NC(=S)NC3=C2C(=O)c2ccccc23)cc1 (stereo not drawn) | -11.2
Cc1cc(C)c2c3c(sc2n1)C(=O)N(c1ccccc1)CC(=O)N3 | -3.1
CCN(CC)c1ccc(/C=N/NC(=O)OC(C)(C)C)cc1 | 11.9
O=C(COC(=O)c1cc(=O)[nH]c2ccccc12)Nc1cccc(S(=O)(=O)N2CCOCC2)c1 | 10.1
CCn1cc(C(=O)Nc2ccccc2C(=O)OC)c(=O)c2ccc(C)nc21 | -5.3
O=S(=O)(Nc1ncnc2sc3c(c12)CCC3)c1cc(F)ccc1F | -0.3
CCn1c(CC(=O)Nc2ccccc2)nnc1SCc1nc2ccccc2c(=O)[nH]1 | -0.1

SMILES | S1P3 antag
CCOC(=O)c1sc(-c2ccc(C(F)(F)F)cc2)nc1O | 22.0
S=C1NCN(C2CCCCC2)CN1c1ccccc1 | -1.8
N#CC(C#N)=C/C=C(\Nc1ccc(Cl)cc1)c1ccc(Cl)cc1 | 3.0
CC1(C)Cc2cccc(C(=O)Nc3ccc(Cl)cc3)c2O1 | 8.2
CN(Cc1ccc(OCC(O)CN(C)Cc2ccccc2)cc1)Cc1nccn1C (stereo not drawn) | 2.1
Cc1c(-c2ccc(Br)cc2)[n+](=O)c2c(n1[O-])CCCCC2 | -3.0
COC(=O)c1sc(C(F)(F)F)c(-c2ccccc2)c1S(=O)(=O)N1CCCC1 | 1.6
O=C(COC(=O)c1cncc(Br)c1)Nc1nc(-c2ccc(F)cc2)cs1 | 4.7

SMILES | S1P3 antag
Cc1ccc(S(=O)(=O)NCCN2CCNC2=O)cc1 | 16.1
CC(=O)N1CCN(c2ccc(Oc3nc(-c4ccccc4)nc4ccccc34)cc2)CC1 | -21.4
C1CCCCCC(NCCN2CCNCC2)CCCCC1 | -5.3
C(=N\NCc1ccccc1)/c1ccc2ncccc2c1 | 1.6
CCOc1ccc2nc(SCC(=O)Nc3ccc(S(=O)(=O)N4CCCC4)cc3)c(C)cc2c1 | 17.6
O=C1CCC(=O)N1CC1CC2CCC1C2 (stereo not drawn) | -4.8
COc1ccc(NC(=O)N2CCCc3cccc(C)c32)cc1 | 11.2
O=C(NCCCl)NNC(=O)c1cc2ccccc2cc1O | -5.9

# A second format for some results above:
Cc1ccc(S(=O)(=O)NCCN2CCNC2=O)cc1
  S1P3 antag = 16.1
CC(=O)N1CCN(c2ccc(Oc3nc(-c4ccccc4)nc4ccccc34)cc2)CC1
  S1P3 antag = -21.4

# Carrying on.
SMILES | S1P3 antag
O=C(NCCc1csc(-c2cccnc2)n1)c1c(F)cccc1F | -11.0
Cc1cc(Cl)ccc1NNC(=O)c1c(C)noc1C | 18.7
Oc1c(N=Nc2ccccc2)sc2ccccc12 | -2.9
O=C(O)CC1(CC(=O)Nc2ccc3c(c2)C(=O)OC3)CCCCC1 | -6.3
Cc1cc(C)nc(NC=C2C(=O)OC(C)(C)OC2=O)n1 | 0.6
N#Cc1cc2c(nc1SCC(=O)O)CCCCC2 | -6.3
Cc1ccc(S(=O)(=O)N/N=C/c2ccc3nccnc3c2)cc1 | 7.6
COc1cc(/C=C/c2cc(C(=O)O)c3ccccc3n2)ccc1OC(F)F | -1.0

SMILES | S1P3 antag
Cc1nn2c(NCCN3CCOCC3)c3c(nc2c1-c1ccccc1)CCCC3 | 9.8
COc1ccc2c(c1)c(CC(=O)Nc1nnc(C3CC3)s1)c(C)n2C(=O)c1ccc(Cl)cc1 | 11.3
CCOc1ccc(NC(=O)Nc2ccc3c(c2)nc(C)n3C)cc1 | -10.2
O=C(CN1CCN(c2ccc(C(F)(F)F)cn2)CC1)NCc1ccc2c(c1)OCO2 | -6.9
